# Screening results (PubChem BioAssay)
# zVAD death inh: inhibitors of zVAD-triggered necroptosis, primary screen, L929 cells. L929 zVAD necroptosis rescue, ATP luminescence, 24 h; with zVAD 60 µM. 0.38% of 220,000 active. viability rescue, % at 10 µM;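 active means activation, scaled between plate controls, above about 75%, limit read from the data; inactive means activation under that limit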;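 further: 0% = zVAD with DMSO and 100% = DMSO alone without zVAD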
# 14-3-3 Bad PPI: inhibitors of 14-3-3 zeta/Bad binding, primary screen, biochemical, TR-FRET, bovine 14-3-3 zeta | TR-FRET 14-3-3zeta/Dy647-pBad peptide displacement, 1 h | 0.71% of 220,000 active | AID 781, 2007 | inhibition, % at 21.7 µM;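 active means inhibition above about 70%, limit read from the data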;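 further: 0% = full 14-3-3 plus peptide FRET controls and 100% = background without 14-3-3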
# Target sequence (P63103 whole entry, looked up): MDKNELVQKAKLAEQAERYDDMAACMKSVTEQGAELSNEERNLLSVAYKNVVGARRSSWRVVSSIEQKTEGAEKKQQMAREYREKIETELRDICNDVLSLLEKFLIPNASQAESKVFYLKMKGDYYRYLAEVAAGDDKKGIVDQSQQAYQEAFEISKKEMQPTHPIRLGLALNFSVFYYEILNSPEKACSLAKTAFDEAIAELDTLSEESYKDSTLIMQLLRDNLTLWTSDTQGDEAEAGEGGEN
# Hck Nef HTS: inhibitors of Nef-activated human Hck kinase, primary screen, biochemical, Z-Lyte FRET, 384-well, Hck-YEEI. Recombinant Hck-YEEI plus Nef, Z-Lyte FRET kinase assay. Tyrosine-protein kinase HCK (Homo sapiens), P08631. inhibition, % at 20 µM. 0.68% of 220,000 active;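 active means Hck-Nef kinase inhibition above about 50%, limit read from the data; inactive means inhibition below that limit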;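 further: 0% = DMSO with Hck plus Nef and 100% = Hck alone without Nef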
# Runt-CBFb FRET: inhibitors of RUNX1 Runt–CBFb binding, primary screen, biochemical, FRET, Cerulean-Runt, Venus-CBFb, uHTS; Cerulean-Runt/Venus-CBFb FRET ratio 530/480, 1 h; 0.46% of 220,000 active; inhibition, % at 20 µM; AID 1496, 2009;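 active means inhibition over about 50% at 20 µM in the single-dose screen, limit read from the data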;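 further: 0% = DMSO wells and 100% = excess unlabeled CBFb competitor control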
#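 Assay system: Cerulean-Runt domain fusion protein, energy donor; Signal: fluorescence energy transfer, 422 nm excitation, 530/480 nm emission; Timing: 1 h compound exposure, room temperature; Control set: unlabeled CBFb; Medium: Tris buffer pH 7.5 with salts and BSA; Compound: single test concentration of 20 µM, 1% DMSO final; Probe or stimulus: Venus-CBFb 100 nM.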
# EBV gp42 block: Epstein-Barr virus gp42 inhibitors, primary screen, biochemical, uHTS, fluorescence polarization. 0.42% of 220,000 active. Fluorescence polarization binding assay, mP read-out. inhibition, % (tested at 21.74 µM). Glycoprotein 42 (Epstein-Barr virus (strain AG876)), Q1HVG2. AID 1085, 2008; in the data active means inhibition above about 50%
# Target sequence (Q1HVG2 whole entry, looked up): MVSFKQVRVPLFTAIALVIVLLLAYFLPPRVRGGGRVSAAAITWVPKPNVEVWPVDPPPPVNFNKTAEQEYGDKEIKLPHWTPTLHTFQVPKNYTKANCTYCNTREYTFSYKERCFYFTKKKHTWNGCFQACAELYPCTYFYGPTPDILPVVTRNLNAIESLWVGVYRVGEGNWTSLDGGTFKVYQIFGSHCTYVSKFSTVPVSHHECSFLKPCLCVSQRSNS
# TbHK1 inh: Trypanosoma brucei hexokinase 1 inhibitors, primary screen, biochemical, G6PDH-coupled NADH absorbance, MLSCN library; hexokinase 1 [Trypanosoma brucei]; recombinant TbHK1, G6PDH-coupled NADH A340; inhibition, % at 10 µM; 0.11% of 220,000 active; AID 1430, 2008;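 active means inhibition of 50% or more in the single-dose primary screen; inactive means inhibition below 50%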
# Mdm2 ligase inh: MDM2-luciferase reporter signal enhancers, primary screen, MDM2 E3 ligase inhibitor project, cell-based, luminescence, 1536-well; 0.11% of 210,000 active; E3 ubiquitin-protein ligase Mdm2 (Homo sapiens), Q00987; cell-based MDM2 ubiquitination luciferase reporter, 2 h; 0 = plate control, 100 = twice control, blank-subtracted; signal enhancement, % at 5 µM;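 active means signal enhancement of 30% or more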;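 further: luminescence tracks abundance of the self-degrading MDM2-luciferase fusion protein; higher signal means inhibition of MDM2 E3 ligase activity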
#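 Test system: stable mammalian line carrying autodegrading MDM2–luciferase fusion reporter; quantity: 2000 cells in each well; times: 4 h cell settling then 2 h compound exposure, 37 °C; detection: luminescence with SteadyLite reagent, 15 min at room temperature; evaluation: percent signal gain over controls, blank-subtracted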
# p47phox inh: p47phox/p22phox peptide binding inhibitors, primary screen, biochemical, uHTS, NADPH oxidase regulatory subunit | Neutrophil cytosol factor 1 (Homo sapiens), P14598 | inhibition, % at 24.7 µM | 0.53% of 220,000 active | fluorescence polarization, 2 h;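 active means inhibition above about 30%, limit read from the data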;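 further: 0% = p47phox with labelled peptide and 100% = labelled peptide alone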
# Target sequence (P14598 whole entry, looked up): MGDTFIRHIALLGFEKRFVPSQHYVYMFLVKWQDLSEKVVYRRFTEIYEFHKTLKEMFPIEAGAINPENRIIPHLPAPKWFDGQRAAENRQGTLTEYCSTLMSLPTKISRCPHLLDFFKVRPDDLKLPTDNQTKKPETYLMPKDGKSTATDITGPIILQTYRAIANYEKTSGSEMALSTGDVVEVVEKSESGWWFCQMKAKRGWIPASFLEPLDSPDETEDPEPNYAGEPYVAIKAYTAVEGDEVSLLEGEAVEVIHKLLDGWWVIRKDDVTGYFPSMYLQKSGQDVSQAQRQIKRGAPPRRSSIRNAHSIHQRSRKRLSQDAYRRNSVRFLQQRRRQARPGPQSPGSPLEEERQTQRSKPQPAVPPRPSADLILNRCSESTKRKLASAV
# Runt-SMMHC FRET: inhibitors of RUNX1 Runt–CBFb-SMMHC binding, primary screen, biochemical, FRET, Cerulean-Runt, Venus-CBFb-SMMHC, uHTS; Runt-related transcription factor 1 (Homo sapiens) + Core-binding factor subunit beta …; Cerulean-Runt/Venus-CBFb-SMMHC FRET ratio 530/480, 1 h; inhibition, % at 20 µM; 0.74% of 220,000 active; AID 1434, 2008;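 active means mean inhibition across duplicate retests at 20 µM reaching about 50%, limit read from the data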;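 further: 0% = DMSO wells and 100% = wells with excess untagged CBFb-SMMHC; inhibitors lower the FRET ratio by blocking Runt binding to CBFb-SMMHC; some results filed as inactive read as strong as hits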
# * marks the source's active call; other numbers are inactive results; . = no result given; [ ] = dose if it differs, or a comment.
item	canonical_smiles	EBV gp42 block	Runt-CBFb FRET	Mdm2 ligase inh	TbHK1 inh	14-3-3 Bad PPI
1	S=C(NCCN1CCOCC1)Nc1ccc(Cl)cc1Cl	-18	-2	-7	24	-10
2	CCOC(=O)NC(NC(=S)Nc1ccccc1OC)C(Cl)(Cl)Cl (centres undefined)	6	7	.	-5	-2
3	C=CCNC(=O)c1onc(CSc2ccc(Cl)cc2)c1C(=O)O	-17	-3	-16	-2	54[fluorescence artefact?]
4	CC(C)Cn1cc(C(=O)NC2CCN(Cc3ccccc3)CC2)c2c3ccccc3n(C)c2c1=O	-19	0	8	-23	1
5	COc1ccc(NC(=O)CSc2nnc(Cc3cccn3C)n2-c2ccc(OC)cc2)cc1	-3	-1	-20	7	-3[fluorescence artefact?]
6	COc1cccc(-c2nnc3n2N=C(c2cc(OC)ccc2OC)CS3)c1	-24	-1	-7	0	6
7	O=C(COc1ccccc1[N+](=O)[O-])Nc1cc(Cl)ccc1C(=O)O	-14	0	-13	15	2
8	CCN(CC)S(=O)(=O)c1ccc(C(=O)Oc2cc(C)[nH]c(=O)c2[N+](=O)[O-])cc1	-9	4	1	-9	19
9	CC1CCN(S(=O)(=O)c2ccc(Cl)cc2)CC1	5	1	-7	6	5[fluorescence artefact?]
10	OCCn1c(SCCOc2ccccc2F)nc2ccccc21	-15	1	-10	6	1

item	Runt-SMMHC FRET	zVAD death inh	Hck Nef HTS	p47phox inh
1	-4	-1.4	2	1
2	4	-0.9	3	-10
3	-2	0.0	0	-7
4	-4	0.8	2	-5
5	-1	0.0	-2	-14
6	-9	0.1	3	-9
7	2	1.3	11	-9
8	2	1.9	11	-6
9	-1	0.3	7	0
10	-2	-0.8	16	0

# More compounds.
item	canonical_smiles	EBV gp42 block	Runt-CBFb FRET	Mdm2 ligase inh	TbHK1 inh	14-3-3 Bad PPI
11	COc1ccc(C2C(C(C)=O)=C(O)C(=O)N2c2cccnc2)cc1OC (centres undefined)	-18	-1	6	-31	14
12	CCc1nnc(NC(=O)c2csc3c2CCC(C)C3)s1 (centres undefined)	-16	.	-7	-6	-4
13	CC(C)/C=N\NC(=O)CCCCC(=O)N/N=C/C(C)C	3	2	-18	22	9[fluorescence artefact?]
14	CSc1nsc(SCC(=O)Nc2ccc(Br)cn2)n1	-10	-1	-10	-4	-18
15	C=CCC1C=C(Cc2ccccc2)CC(CC=C)N1 (centres undefined)	-6	2	-6	6	0
16	CN(C(=O)c1ccccc1C(=O)OCC(=O)NCc1ccccc1)C1CCCCC1	-11	-3	-1	2	-3
17	Cc1ccc(NC(=O)CCn2cccc2)cc1C	-2	2	-88	4	-10[fluorescence artefact?]
18	COc1cccc(N2C(=O)CC(c3c[nH]c4ccccc34)C2=O)c1 (centres undefined)	-3	-1	-26	4	-10
19	CCN(CC)CCN(C(=O)c1ccc(N2C(=O)CCC2=O)cc1)c1nc2cc3c(cc2s1)OCCO3	-5	1	0	-6	2
20	COc1ccc(N2CCN(C(=O)CCc3c[nH]c4ccccc34)CC2)cc1	-11	0	-1	0	-7

item	Runt-SMMHC FRET	zVAD death inh	Hck Nef HTS	p47phox inh
11	0	0.4	2	-7
12	.	1.8	15	-3
13	-3	0.5	4	-7
14	-7	-0.2	-1	-12
15	0	-1.3	20	0
16	4	0.9	4	-3
17	1	-0.2	1	-12
18	-16	0.4	4	-17
19	-6	2.8	22	2
20	-1	1.3	27	-8

# A few values from the list:
# 14-3-3 Bad PPI result of Cc1ccc(NC(=O)CCn2cccc2)cc1C = -10[fluorescence artefact?]
# Runt-SMMHC FRET result of CC(C)/C=N\NC(=O)CCCCC(=O)N/N=C/C(C)C = -3

# (next part)
item	canonical_smiles	EBV gp42 block	Runt-CBFb FRET	Mdm2 ligase inh	TbHK1 inh	14-3-3 Bad PPI
21	CCn1cc(CNC(=O)c2cc(-c3cc(OC)ccc3OC)nc3ccccc23)c(C)n1	10	-2	-14	23	3[fluorescence artefact?]
22	CC1(C)N=C(N)N=C(N)N1c1ccc(F)cc1F	2	-3	-10	0	11
23	Cc1cc(C(C)(C)C)cc(S(=O)(=O)NCCO)c1C	-4	-1	-3	3	1
24	CCN(CC)S(=O)(=O)c1ccc(/C(O)=C(\C#N)c2nc3ccccc3n2C)cc1	-15	0	10	-7	-4
25	COc1ccc(NC(=S)NNS(=O)(=O)c2ccc3ccccc3c2)c(OC)c1	9	4	-1	-9	-11
26	CCOC(=O)/C(=C\C=C\c1ccccc1)NC(=O)c1ccccc1	13	1	-4	-40	3
27	Cc1ccc(O)c(C2=NNC(O)(C(F)(F)F)C2)c1 (centres undefined)	4	2	.	2	-11
28	Cc1cc([N+](=O)[O-])nn1CC(=O)NNC(=S)Nc1ccc(F)cc1	-8	0	2	2	-2
29	CC(=O)Nc1ccc(S(=O)(=O)/N=C2/NC(=O)/C(=C\c3ccco3)S2)cc1	5	15	-8	-9	18
30	CC1(C(=O)O)CCC(C(=O)Nc2ccccc2O)C1(C)C (centres undefined)	-18	2	-11	2	0

item	Runt-SMMHC FRET	zVAD death inh	Hck Nef HTS	p47phox inh
21	1	1.2	0	-5
22	6	0.1	8	7
23	-1	-0.1	1	-2
24	4	0.4	2	-13
25	-1	11	16	8
26	0	0.4	1	-10
27	1	1.6	3	-3
28	1	-0.2	1	-18
29	-8	2.3	29	-45
30	3	-0.3	2	-14

# Other results:
item	canonical_smiles	EBV gp42 block	Runt-CBFb FRET	Mdm2 ligase inh	TbHK1 inh	14-3-3 Bad PPI
31	COc1cccc(-c2cc(=O)c3cc(NC(C)=O)ccc3[nH]2)c1	-5	-1	.	-13	38[fluorescence artefact?]
32	Cc1ccc(C(=O)Nc2ccc3c(c2)OCO3)cc1S(=O)(=O)N1CCCCC1	-8	-2	-6	0	5
33	CC/C(=C1/C(=O)CC(C)(C)C(C(=O)OC)C1=O)N1CCCC1 (centres undefined)	13	1	16	0	1
34	CC1CN(S(=O)(=O)c2cccc(-c3cn4ccccc4n3)c2)CC(C)O1 (centres undefined)	-1	1	-15	0	11
35	O=C(CN1CCOCCOCCOCC1)Nc1ccccc1	-34	1	4	-6	7
36	CCCn1nnc(NC(=O)c2ccc(F)cc2)n1	-16	-3	-33	0	10
37	CC(Oc1ccc(Cl)cc1)C(=O)Nc1sccc1C(N)=O (centres undefined)	6	-1	-11	-3	32
38	COc1ccc(C2CC(=O)C(C=NCCCN3CCOCC3)=C(O)C2)cc1 (centres undefined)	-13	2	2	0	-11
39	Cc1ccc(CNC(=O)CSCc2cccc(F)c2)cc1	-2	-5	-6	0	16
40	COc1ccc(C2SCCN2C(=S)Nc2cccc(C(F)(F)F)c2)cc1 (centres undefined)	11	4	-18	4	0

item	Runt-SMMHC FRET	zVAD death inh	Hck Nef HTS	p47phox inh
31	-1	4.2	-2	1
32	3	0.0	4	-7
33	1	2.3	3	-6
34	-2	0.5	1	-5
35	-6	0.8	4	-11
36	1	-0.1	0	-5
37	2	0.9	1	-6
38	3	1.3	0	3
39	-2	-0.3	-10	-6
40	0	3.0	3	-5

# 5 records picked at random from the list so far:
item	canonical_smiles	EBV gp42 block	Runt-CBFb FRET	Mdm2 ligase inh	TbHK1 inh	14-3-3 Bad PPI
40	COc1ccc(C2SCCN2C(=S)Nc2cccc(C(F)(F)F)c2)cc1 (centres undefined)	11	4	-18	4	0
19	CCN(CC)CCN(C(=O)c1ccc(N2C(=O)CCC2=O)cc1)c1nc2cc3c(cc2s1)OCCO3	-5	1	0	-6	2
34	CC1CN(S(=O)(=O)c2cccc(-c3cn4ccccc4n3)c2)CC(C)O1 (centres undefined)	-1	1	-15	0	11
25	COc1ccc(NC(=S)NNS(=O)(=O)c2ccc3ccccc3c2)c(OC)c1	9	4	-1	-9	-11
27	Cc1ccc(O)c(C2=NNC(O)(C(F)(F)F)C2)c1 (centres undefined)	4	2	.	2	-11

item	Runt-SMMHC FRET	zVAD death inh	Hck Nef HTS	p47phox inh
40	0	3.0	3	-5
19	-6	2.8	22	2
34	-2	0.5	1	-5
25	-1	11	16	8
27	1	1.6	3	-3

# Next compounds.
item	canonical_smiles	EBV gp42 block	Runt-CBFb FRET	Mdm2 ligase inh	TbHK1 inh	14-3-3 Bad PPI
41	CCOC(=O)N1CCN(C(=O)/C(=C/c2ccc(Cl)cc2)NC(=O)c2ccccc2)CC1	-6	-2	-4	-3	-1
42	O=C(NCCc1ccccc1)C(NS(=O)(=O)c1cccc2nsnc12)c1ccccc1 (centres undefined)	-6	-4	0	-4	8
43	O=C(C1=NN[C@@H]2C(=O)N(c3cccc(C(F)(F)F)c3)C(=O)[C@H]12)c1ccc2ccccc2n1	-18	-1	-11	-20	0
44	Cc1ccc(NC(=O)/C(=C\c2ccccc2)NC(=O)c2ccco2)cc1	5	-1	-76	-9	2
45	O=C(CNC(=O)c1ccccn1)N/N=C/c1ccc2c(c1)OCO2	-7	0	-6	-12	-10
46	CCC1=NN(C(=O)c2cccc(Br)c2)C(O)(c2ccc(Br)cc2)C1 (centres undefined)	-7	1	-9	38	5[fluorescence artefact?]
47	CCn1ncc(/C=C/C(=O)Nc2c(C)nn(Cc3ccc(Cl)cc3Cl)c2C)c1C	13	-3	-9	1	1
48	COc1ccc(N=C(C)C2=C(O)COC2=O)cc1	1	-2	-12	-12	19
49	COC(=O)CCC(=O)Nc1ccc(Cl)c(Cl)c1	-26	-3	-17	2	19
50	CCC1=C(OC(=O)c2ccccc2)C(C)(C)C(c2ccccc2)OC1=O (centres undefined)	-11	0	-6	-1	13
51	O=C1/C(=C/c2cccc(Cl)c2)CSc2sccc21	-5	-42	-2	-12	-5
52	Cc1nnc(-c2cccc(Br)c2)c2cn(-c3ccccc3)nc12	9	-2	-7	-4	-14

item	Runt-SMMHC FRET	zVAD death inh	Hck Nef HTS	p47phox inh
41	0	2.1	-30	-5
42	1	.	2	-2
43	-2	0.7	1	-14
44	-1	0.4	17	-19
45	0	1.7	22	0
46	-11	28	-3	-5
47	-9	1.3	0	0
48	1	0.4	3	-2
49	2	0.0	0	2
50	-1	-0.6	2	-6
51	-2	-0.3	4	-13
52	1	-0.9	2	-9
